Lamin A splicing: LMNA splicing modulation; HeLa LMNA splicing GFP/RFP minigene ratio, 48 h; Potency, µM (top dose mostly 46.1 µM), for inactives: top-dose ratio change, negative = inhibition, most hits filed as inhibitors; 200,000 tested, 0.01% active; active = well fitted inhibition curve with a large enough effect in the signal ratio, with a control signal flat, not every such curve was filed as active; inconclusive = small, poorly fitted or top-dose-only effect, or effect the other way, or a change in a side signal; the % refers to the signal ratio; also: potency is read from the fitted curve at half-maximal effect; % is scaled to controls: 0 for no effect and ±100 for the full control effect
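S3 HeLa cells stably expressing lamin A-EGFP splicing minigene plus DsRed2, 600 cells/well, 48 h compound exposure at 37C. Laser-scanning cytometry; analysed as GFP (500-530 nm)/RFP (575-640 nm) total intensity ratio; 0.5% DMSO vehicle.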
KinaseGlo FLuc: counter-screen: inhibitors of Kinase-Glo firefly luciferase; Q27757; 200,000 tested, 0.28% active; AID 1379; Kinase-Glo luciferase, ATP luminescence, 8 min; Potency, µM (series often up to 38.3 µM), for inactives: at the highest dose activity change, negative = inhibition, most hits filed as inhibitors; also: potency is read from the fitted curve at half-maximal effect; % is scaled to controls: 0 for no effect and ±100 for the full control effect; nearly all actives have a fitted effect of over 60% in size
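Kinase-Glo luciferase light output from ATP and luciferin was measured with 10 uM ATP, within the enzyme's linear range. Buffer: 50 mM imidazole pH 7.2, 50 mM KCl, 7 mM MgCl2, 0.01% Tween 20, 0.05% BSA; luminescence read after 8 min at ambient temperature.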
NPSR antagonist: antagonists of human neuropeptide S receptor cAMP signaling | Q6W5P4 | 220,000 tested, 1% active | AID 1461 | Potency, µM (titrated, usually from 38.3 µM), for inactives: top-dose activity change, negative = inhibition, hits mostly inhibitors | CHO-NPSR cells, cAMP TR-FRET, antagonist mode; also: potency is read from the fitted curve at half-maximal effect; % is scaled to controls: 0 for no effect and ±100 for the full control effect; nearly all actives have a fitted effect of over 50% in size; many of its hits are not listed in these tables
Target sequence (Q6W5P4 whole entry, looked up): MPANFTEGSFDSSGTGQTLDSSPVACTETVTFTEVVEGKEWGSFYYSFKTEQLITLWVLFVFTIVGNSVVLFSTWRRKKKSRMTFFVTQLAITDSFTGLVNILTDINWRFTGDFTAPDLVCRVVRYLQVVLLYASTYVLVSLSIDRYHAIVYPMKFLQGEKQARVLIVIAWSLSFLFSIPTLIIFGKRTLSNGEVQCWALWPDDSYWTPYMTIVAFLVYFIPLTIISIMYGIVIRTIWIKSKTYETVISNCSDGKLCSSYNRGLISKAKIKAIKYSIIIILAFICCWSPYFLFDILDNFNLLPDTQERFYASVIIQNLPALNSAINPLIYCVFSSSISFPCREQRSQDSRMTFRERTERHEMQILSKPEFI
CBFb RUNX1 block: CBF-beta/RUNX1 interaction disruption | Q01196+Q13951 | AlphaScreen CBFb-His/RUNX1-biotin binding, biochemical | Potency, µM (highest dose often 59.8 µM), for the others: at the highest dose activity, negative = inhibition, usual class: inhibitors | 230,000 tested, under 10 active; also: % of control where 0% means no effect
Target sequence (Q01196 whole entry, looked up): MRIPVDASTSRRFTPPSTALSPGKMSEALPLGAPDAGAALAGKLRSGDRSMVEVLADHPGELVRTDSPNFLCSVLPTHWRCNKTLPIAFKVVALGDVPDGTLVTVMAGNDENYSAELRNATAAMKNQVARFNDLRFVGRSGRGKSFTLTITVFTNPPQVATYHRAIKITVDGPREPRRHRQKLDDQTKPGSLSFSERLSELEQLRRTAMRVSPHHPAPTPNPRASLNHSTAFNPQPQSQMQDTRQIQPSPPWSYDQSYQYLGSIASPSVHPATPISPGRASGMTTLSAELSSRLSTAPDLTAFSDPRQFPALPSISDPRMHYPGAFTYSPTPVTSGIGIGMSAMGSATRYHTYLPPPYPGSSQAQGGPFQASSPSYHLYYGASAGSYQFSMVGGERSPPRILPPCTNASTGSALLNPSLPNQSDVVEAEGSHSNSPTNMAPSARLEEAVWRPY
Target sequence (Q13951 whole entry, looked up): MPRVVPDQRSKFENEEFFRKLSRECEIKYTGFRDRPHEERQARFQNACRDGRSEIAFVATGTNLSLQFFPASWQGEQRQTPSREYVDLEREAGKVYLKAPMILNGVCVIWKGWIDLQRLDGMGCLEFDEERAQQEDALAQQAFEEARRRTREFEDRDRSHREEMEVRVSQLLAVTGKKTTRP
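Compounds were screened at multiple concentrations against a preformed CBF-beta(His)/RUNX1(biotin) complex (30 nM of each) for 15 min at room temperature, followed by 90 min with nickel and streptavidin beads and AlphaScreen reading.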
IMPase Li cell: membrane-permeable IMPase blocker, potentiated with lithium | AID 1457 | CHO-M1 cells, IP1 TR-FRET (IP-One), carbachol + lithium | Potency, µM (doses to about 59.4 µM), for the others: at the highest dose activity, negative = IMPase inhibition, usual class: inhibitors | 210,000 tested, 0.35% active;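 also: IP1 builds up when IMPase is blocked and the TR-FRET signal falls; potency is read from the fitted curve at half-maximal effect; plate controls were basal vehicle for no effect and high inhibitor control for full effect; nearly all actives have a fitted effect of over 50% in size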
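Test compounds were applied to CHO-M1 cells previously cultured for 16–30 h at 2000 per well. A small lithium amount accompanied them; after 30 min at 37C, IP1 was quantified by TR-FRET.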
HttQ103 aggreg: inhibitors of mutant huntingtin aggregate formation in PC12 cells; PC12 HttQ103-GFP aggregates, Acumen cytometry, 40 h; Potency, µM (series often up to 46.1 µM), inactives show at the top dose activity change, negative = inhibition, actives largely listed as inhibitors; 220,000 tested, 1.1% active; AID 1688; also: potency is read from the fitted curve at half-maximal effect; % is scaled to controls: 0 for no effect and ±100 for the full control effect; nearly all actives have a fitted effect of over 60% in size
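Aggregates are detected as GFP objects 1–25 µm with signal 6 STDEV over background in lysates of induced PC12 cells. These carry Huntingtin exon 1 with 103 glutamines fused to GFP under an ecdysone promoter; compounds titrated.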
Epigenetic reg: regulators of epigenetic silencing causing reporter derepression in mouse cells. murine LDR cells, GFP reporter derepression, 30 h. Potency, µM (series often up to 53.9 µM), inactives show at the top dose GFP activation, most hits filed as activators. 280,000 tested, 0.2% active. AID 1865; also: potency is read from the fitted curve at half-maximal effect; % of control where 0% means no effect; nearly all actives have a fitted effect of over 60% in size
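Readout is the number of GFP-expressing murine LDR cells, counted by cytometry following washing. Cells were treated with compound for 30 h at 37 C; the stably integrated CMV-GFP locus is normally silent.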
* hit, by the source's call; ? = inconclusive; / = no result given; & = joins results of further samples; [ ] = remark or other dose. Unless noted, calls follow the shape of the dose curve; as a rule, active = well fitted curve in the direction sought with a large enough effect; inconclusive = small, poorly fitted or top-dose-only effect, or another doubt; inactive = no such curve, though single readings can be large; an effect the other way counts as inactive or inconclusive. Only part of the results is shown; count on the stated rates, not on these rows.

# | mol | Lamin A splicing | KinaseGlo FLuc | NPSR antagonist | CBFb RUNX1 block | IMPase Li cell | HttQ103 aggreg | Epigenetic reg
1 | COc1ccc(C(=O)N2CCN(Cc3cn[nH]c3-c3ccc(OC)cc3F)CC2)cc1 | / | / | 14% | 7% | 4% | 6%[9.22 µM] | 1.1%
2 | COCCCN(C(=S)NC(=O)c1ccc(C(C)(C)C)cc1)c1c(N)n(Cc2ccccc2)c(=O)[nH]c1=O | -1% | 3% | -1% | -5% | -3% | 10% | 0.0%
3 | CCCc1cc(=O)[nH]c(SCC(=O)NN(c2ccccc2)c2ccccc2)n1 | -10%[46 µM] | 7% | -15% | 18% | 7% | 14% | -5.1%
4 | N#CCSc1nnc(-c2ccc3c(c2)OCO3)o1 | / | / | -1% | -6% | -7% | 11%[9.22 µM] | -1.2%
5 | O=c1ccc2cc(S(=O)(=O)Nc3ccc(F)cc3)ccc2o1 | -24% | 1% | -5%[46.1 µM] | 2% | 11%[38.3 µM] | -10% | 0.0%
6 | O=C(Oc1c(-c2ccccc2Cl)oc2ccccc2c1=O)c1ccc(Cl)cc1 | ? | -1% | -39% | 15% | 10% | ? | 4.7%
7 | O=C(O)CSc1ncnc2sc3c(c12)CCC3 | 7% | -4% | 13%[46.1 µM] | -16% | ? | ? | 1.9%
8 | Cn1nc(C(C)(C)C)c([N+](=O)[O-])c1C(=O)Nc1ccc(Br)cc1 | / | / | ? | -7% | / | 3%[9.22 µM] | 1.3%
9 | Cc1ccccc1OCC(=O)N(Cc1ccc(N(C)C)cc1)C1CCS(=O)(=O)C1 (stereo not drawn) | 8% | -2% | -11%[46.1 µM] | 7% | -1%[38.3 µM] | -4%[9.22 µM] | -0.6%
10 | Cc1ccc(O)c(CNn2cnnc2)c1 | -11% | 0% | -15%[46.1 µM] | 8% | -1% | 1% | -1.0%
11 | COC(=O)c1ccccc1NC(=O)c1ccc(NS(C)(=O)=O)cc1 | 12% | 3% | -15%[46.1 µM] | 7% | -9%[38.3 µM] | -2% | -0.8%
12 | O=C1CC(=O)C(n2cncn2)C(c2cccc(Cl)c2)C1 (stereo not drawn) | 2% | -3% | 8%[46.1 µM] | -3% | 4%[38.3 µM] | 9% | 0.0%
13 | COC(=O)c1ccc(-c2ccc(/C=N/NC(=O)Cc3nnc(N)s3)o2)cc1 | / | / | -26% | -13% | / | 2%[9.22 µM] | 1.0%
14 | Cn1ncc2c(NNC(=O)c3ccc(Cl)cc3Cl)ncnc21 | -23% | 1% | 7% | -10% | 1% | -16% | -0.1%
15 | CC(=O)Nc1nnc(CCS(=O)(=O)c2ccc(Cl)cc2)s1 | ? | -1% | 14% | 4% | 3% | 28% | ?
16 | CCOCCCNCc1ccc(OCc2ccc(F)cc2)c(OC)c1 | 10%[46 µM] | 3% | 7% | 5% | 12% | 7% | 2.6%
17 | COc1ccc(CC(=O)N/N=C/c2cccn2-c2ccc([N+](=O)[O-])cc2)cc1OC | -17% | 1% | -8%[46.1 µM] | -4% | 4% | 2% | 0.0%
18 | Cc1[nH]c(=O)c(C#N)c(C)c1[N+](=O)[O-] | / | / | 9% | 4% | / | -8%[9.22 µM] | -1.0%
19 | Cc1cccc(C(=O)NNC(=O)c2ccc(-c3ccccc3)cc2)c1 | -1%[0.0737 µM] | -2% | 6%[46.1 µM] | -2% | -7%[38.3 µM] | 15% | -0.9%
20 | NC(=Nc1ccc(N)cc1)C(N)=Nc1ccc(N)cc1 | / | / | -25% | / | / | -3%[9.22 µM] | -2.0%
21 | CCCCN(Cc1ccccc1)C(=O)CCN1C(=O)C2C3C=CC(C3)C2C1=O (stereo not drawn) | -3%[46 µM] | -3% | -7% | 28% | 14% | 5% | -2.6%
22 | C=CCSc1nc2sc(-c3ccccc3)cc2c(=O)n1N | 2% | 7% | -9%[46.1 µM] | 6% | -14%[38.3 µM] | ? | -1.0%
23 | O=C(CN(Cc1ccco1)C(=O)c1cc(=O)[nH]c2ccccc12)Nc1ccccc1C(F)(F)F | 3% | -1% | 1%[46.1 µM] | 6% | 1%[38.3 µM] | 11% | -1.9%
24 | CN(Cc1cnccn1)Cc1nc(Cc2cccc(F)c2)no1 | / | / | -12% | 4% | / | 7% | -5.6%
25 | CCc1nc2ccccc2n1CC(C)C(=O)O (stereo not drawn) | -4% | 2% | 5%[46.1 µM] | -8% | -2% | -10% | 1.7%

Arranged by number of heavy atoms (high to low): four of the compounds above.
# | mol | Lamin A splicing | KinaseGlo FLuc | NPSR antagonist | CBFb RUNX1 block | IMPase Li cell | HttQ103 aggreg | Epigenetic reg
24 | CN(Cc1cnccn1)Cc1nc(Cc2cccc(F)c2)no1 | / | / | -12% | 4% | / | 7% | -5.6%
22 | C=CCSc1nc2sc(-c3ccccc3)cc2c(=O)n1N | 2% | 7% | -9%[46.1 µM] | 6% | -14%[38.3 µM] | ? | -1.0%
12 | O=C1CC(=O)C(n2cncn2)C(c2cccc(Cl)c2)C1 (stereo not drawn) | 2% | -3% | 8%[46.1 µM] | -3% | 4%[38.3 µM] | 9% | 0.0%
10 | Cc1ccc(O)c(CNn2cnnc2)c1 | -11% | 0% | -15%[46.1 µM] | 8% | -1% | 1% | -1.0%

(next part)
# | molecule | Lamin A splicing | KinaseGlo FLuc | NPSR antagonist | CBFb RUNX1 block | IMPase Li cell | HttQ103 aggreg | Epigenetic reg
26 | COC(=O)Cn1cnc2c(nnn2-c2ccc(C)cc2)c1=O | 5% | 0% | -1%[46.1 µM] | 7% | 4%[38.3 µM] | -17% | 0.5%
27 | CCCCOC(=O)Nc1ccc(C(=O)OCCC)cc1 | -5% | 14% | -29%[46.1 µM] | 18% | 5%[38.3 µM] | -11% | -0.8%
28 | CCCC12CN3CCN(CC(C3)/C1=N\NC(=O)c1ccccc1N)C2 | ? | -1% | 6% | 0% | 3% | -3% | -1.0%
29 | N#Cc1nc(COc2ccc(Cl)cc2)oc1N1CCCC1 | 0% | 15% | ? | -21% | 5%[38.3 µM] | -10% | 0.6%
30 | CCOCC(O)CNc1ccccc1 (stereo not drawn) | -8% | -2% | 14% | -7% | 3% | -5% | 0.9%
31 | O=C(CCCCn1c(=O)[nH]c2ccccc2c1=O)N1CCN(c2ncccn2)CC1 | 4% | -1% | 1% | 5%[2.36 µM] | ? | 1% | -0.4%
32 | C=CCN1C(=O)N/C(=C/c2ccc(C)o2)C1=O | -14% | 1% | -25% | 0% | 3% | ? | 0.0%
33 | CS(=O)(=O)c1cnc(-c2ccccc2)nc1Oc1ccc(Cl)cc1 | -7% | -1% | -15%[46.1 µM] | 15% | -4% | -22% | -12%
34 | O=C([C@H](Cc1ccccc1)NS(=O)(=O)c1ccc(Cl)cc1)N1CC[C@@]2(O)CCCC[C@H]2C1 | 2%[0.0737 µM] | 3% | -13%[46.1 µM] | 12% | 5%[38.3 µM] | -16% | -2.7%
35 | CN(Cc1cn(-c2ccccc2)nc1-c1ccc(Cl)cc1)C(=O)CCC(=O)O | ? | 3% | -19% | 0% | -3% | 22% | -1.8%
36 | COc1ccc(C2OCC3(CO2)SC(=O)NC3=O)cc1OC (stereo not drawn) | 16%[46 µM] | 6% | 7% | 1% | -7% | -12% | 0.1%
37 | CCc1cc2c(-c3ccccc3)cc(=O)oc2c(CN2CCOCC2)c1O | ? | -4% | -12%[46.1 µM] | 23% | -9%[38.3 µM] | 4% | -0.2%
38 | CCC1S/C(=C(\C#N)C(=O)NCc2ccco2)N(c2ccc(Br)cc2)C1=O (stereo not drawn) | 6% | -4% | -9%[46.1 µM] | -5% | 22%[38.3 µM] | 31% | -1.0%
39 | c1ccc2sc(NC3=NCN(CC4CCCO4)CN3)nc2c1 (stereo not drawn) | / | 1% | 11% | 7% | 19% | -11% | 13%
40 | c1ccc(-n2nnnc2SCc2cn3cccnc3n2)cc1 | -2% | 1% | -1%[46.1 µM] | -3% | 3% | -2% | -3.4%
41 | CCOc1ccc2nc(NC(=S)NCc3ccccc3)sc2c1 | 6% | -3% | 3%[46.1 µM] | 0% | 20%[38.3 µM] | -2% | 0.7%
42 | COc1ccc(C(=O)CCN2CCCCCC2)cc1 | ? | -4% | -2%[46.1 µM] | 7% | 1%[38.3 µM] | ? | -2.8%
43 | Oc1c(Cl)cc(Cl)cc1Sc1cc(Cl)cc(Cl)c1O | ? | 2%&-1% | -57% | -22% | 8%&15%&10% | 10µM* | 1.1%&0.0%
44 | N#C/C=C1\Sc2ccccc2C(=O)N1CC(=O)N1CCN(S(=O)(=O)c2ccccc2)CC1 | -6% | -3% | -5%[46.1 µM] | -1% | -47%[38.3 µM] | -6% | 5.7%
45 | COC/C=C/C1=CC2=CC(=O)C(C)(OC(=O)c3cccs3)C(=O)C2=CO1 (stereo not drawn) | / | 1% | / | 13% | 19% | / | -0.3%

Going on with the list.
# | molecule | Lamin A splicing | KinaseGlo FLuc | NPSR antagonist | CBFb RUNX1 block | IMPase Li cell | HttQ103 aggreg | Epigenetic reg
46 | CSc1ccc(/C=C/C(=O)NC23CC4CC(CC(C4)C2)C3)cc1 | ? | -5% | -40% | 0% | 12% | -4% | -1.2%
47 | Cc1ccc(NC(=O)CC2S/C(=N/N=C/c3ccco3)NC2=O)cc1Cl (stereo not drawn) | 4%[46 µM] | 0% | 3% | -10% | -2% | 13% | -0.1%
48 | Cc1ccc(S(=O)(=O)N2CC=C(C(=O)NCCC(C)C)CC2)cc1 | / | / | 5% | 8% | / | 14%[9.22 µM] | 1.0%
49 | CC(=O)Nc1nc2c(ncn2COCCOC(C)=O)c(=O)[nH]1 | 11% | 1% | 4%[46.1 µM] | 6% | 1%[38.3 µM] | 2% | 0.9%
50 | COC(=O)c1ccc(Cn2cnc3c(cnn3-c3ccc(Cl)cc3)c2=O)o1 | 9% | 2% | -3% | 0% | 5% | 15% | 0.2%
51 | C=C1C(=O)[C@]23[C@H](O)[C@H]1CC[C@H]2[C@@]12COC3(O)[C@H](O)[C@@H]1C(C)(C)CC[C@@H]2O | / | 0%[39.9 µM] | / | -7% | 13% | / | -1.9%
52 | O=C(COc1ccc(Cl)cc1)N1CCN(c2cccc(C(F)(F)F)c2)CC1 | ? | -1% | -17%[46.1 µM] | 9% | 2%[38.3 µM] | ? | -1.6%
53 | O=c1[nH]c(SCc2nc3ccccc3n2Cc2ccccc2)nc2ccccc12 | 25% | -1% | -3%[46.1 µM] | -3% | 7.9µM* | -15% | -1.9%
54 | Fc1ccc(/C=C/c2nnc(-c3cccs3)o2)cc1 | -14% | -5% | -16% | 5% | 0% | -8% | 0.0%
55 | CCCCC(=O)NC(c1cccs1)c1cc(Cl)c2cccnc2c1O (stereo not drawn) | ? | 0% | 25% | -20% | 5% | -42%[9.22 µM] | ?
